# Screening results: PubChem BioAssay, several laboratories
# NPR1 activator = GC-A (human) enzyme activation | P16066 | 0.14% of 370,000 active | activation, % at 10 µM | HEK293 GC-A cells, cGMP TR-FRET, EC30 ANP; 0% at EC30 ANP, 100% saturating ANP; in the data active = activation above about 40%
# TCR-CD3 inh = inhibitors of human TCR-CD3 interaction | TAMRA-labeled TCR probe fluorescence, biochemical | inhibition, % at 9.4 µM | 0.37% of 360,000 active | AID 651800; in the data active = inhibition above about 19%;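 note: recombinant mutant TCR 2C K166C tagged with TAMRA read by polarization; 0% = receptor in buffer alone and 100% = receptor with positive control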
# mABHD4 FP = ABHD4 (mouse) inhibition, primary FP screen. AID 720543. 0.54% of 370,000 active. purified mABHD4, FP-Rh probe fluorescence polarization. inhibition, % at 8.92 µM. Q8VD66;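 active = inhibition exceeding the mean over every tested compound plus 3 SD, cut at about 30% in these data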;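 note: 0% = plate median of compound wells and 100% = S159A mutant with DMSO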
#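 Assay system: Wild-type mouse ABHD4 protein | Medium: HEPES pH 7.0 buffer, 150 mM NaCl, 0.01% Pluronic F-127 | Incubation: Enzyme–compound pre-incubation 45 min, then probe 60 min, both 25 °C | Technique: Fluorescence polarization with parallel and perpendicular emission, 525/598 nm | Evaluation: % inhibition of FP-Rh probe binding versus controls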
# HTRA1 inh = inhibitors of human serine peptidase HTRA1; AID 504803; inhibition, % at 5.96 µM; 0.5% of 340,000 active; Q92743; recombinant HTRA1, FP-rhodamine activity-based probe, fluorescence polarization; in the data active = inhibition above about 36%;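 note: 0% = enzyme with DMSO and 100% = wells lacking enzyme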
# Target sequence (Q92743 whole entry, looked up): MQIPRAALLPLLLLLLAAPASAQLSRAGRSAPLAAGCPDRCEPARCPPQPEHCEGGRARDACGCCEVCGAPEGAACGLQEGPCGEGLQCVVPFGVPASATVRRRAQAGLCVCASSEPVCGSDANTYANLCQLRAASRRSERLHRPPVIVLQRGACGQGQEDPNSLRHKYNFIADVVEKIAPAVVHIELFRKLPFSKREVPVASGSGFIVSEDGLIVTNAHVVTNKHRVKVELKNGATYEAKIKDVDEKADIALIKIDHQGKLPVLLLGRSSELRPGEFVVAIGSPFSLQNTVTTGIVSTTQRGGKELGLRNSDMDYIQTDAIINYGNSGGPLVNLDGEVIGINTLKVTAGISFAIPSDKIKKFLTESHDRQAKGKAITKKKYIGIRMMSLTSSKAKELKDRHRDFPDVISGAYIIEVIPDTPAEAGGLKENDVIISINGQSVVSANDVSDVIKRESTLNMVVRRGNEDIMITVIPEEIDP
# UHRF1 MBD2 ctr = human UHRF1 methylated DNA binding inhibitors; Q96T88; UHRF1 binding to methylated oligo, TR-FRET; inhibition, % at 4.4 µM; 0.75% of 370,000 active; AID 687016; in the data active = inhibition above about 21%;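 note: UHRF1 SRA domain binding a hemimethylated CpG hairpin DNA probe; 0% = median of test compound wells and 100% = reference inhibitor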
# SIAE inh = blocks human sialic acid acetylesterase | Q9HAT2 | SIAE FP-Rh probe binding, fluorescence polarization | inhibition, % at 9.66 µM | 0.69% of 370,000 active | AID 1053197;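 active = inhibition above a cutoff: mean of compounds within the control limits plus 3 SD of those, cut at about 17% in these data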;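 note: 0% = plate median of compound wells and 100% = probe without SIAE protein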
# Target sequence (Q9HAT2 whole entry, looked up): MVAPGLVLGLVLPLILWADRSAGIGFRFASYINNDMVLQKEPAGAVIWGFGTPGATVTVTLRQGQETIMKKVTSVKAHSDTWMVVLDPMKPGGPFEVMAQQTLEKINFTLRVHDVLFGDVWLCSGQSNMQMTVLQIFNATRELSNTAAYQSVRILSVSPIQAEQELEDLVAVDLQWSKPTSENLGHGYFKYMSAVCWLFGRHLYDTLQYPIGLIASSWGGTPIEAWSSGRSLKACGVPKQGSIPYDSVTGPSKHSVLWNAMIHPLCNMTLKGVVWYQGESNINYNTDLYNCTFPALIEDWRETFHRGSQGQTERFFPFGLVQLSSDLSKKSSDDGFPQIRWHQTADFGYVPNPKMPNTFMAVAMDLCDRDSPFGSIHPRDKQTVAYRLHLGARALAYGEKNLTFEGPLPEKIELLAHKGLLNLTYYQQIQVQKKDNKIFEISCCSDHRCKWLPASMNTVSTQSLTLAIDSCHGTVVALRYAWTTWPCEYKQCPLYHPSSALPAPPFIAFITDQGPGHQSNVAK
# rCAG binder = binds r(CAG) RNA repeats; r(CAG) RNA repeat, TO-PRO-1 dye displacement fluorescence; inhibition, % at 3 µM; 1.3% of 370,000 active; AID 651821;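 active = inhibition above the plate cutoff, the mean of all test compounds on that plate plus 3 SD, cut at about 35% in these data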;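 note: 0% = DMSO alone and 100% = 100 µM mitoxantrone as full dye displacement; higher means more dye released from RNA so lower well fluorescence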
# NPR2 activator = GC-B (human) receptor activation. 0.11% of 370,000 active. HEK293-GC-B cells, CNP EC30, cGMP TR-FRET; 0% at EC30 CNP, 100% saturating CNP. P20594. activation, % at 10 µM;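 active = activation at 10 µM reaching about 35% in either raw or pattern-adjusted values, limit read from the data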
# PRMT1 FP inh = inhibitors of human PRMT1; recombinant PRMT1, activity-based probe fluorescence polarization; inhibition, % at 2.79 µM; 1.3% of 370,000 active;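 active = inhibition above about 21% made by adding two undisclosed values, limit read from the data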
# MBD2 DNA inh = inhibitors of human MBD2 binding to methylated oligonucleotide. Q9UBB5. TR-FRET. inhibition, % at 4.4 µM. 0.31% of 370,000 active. AID 686964; in the data active = inhibition above about 13%
# Starred values were filed as active, the others as inactive; . = no result given. Only part of the results is shown. The share of hits here may be higher or lower than overall.
SMILES,NPR1 activator,TCR-CD3 inh,mABHD4 FP,HTRA1 inh,UHRF1 MBD2 ctr,SIAE inh,rCAG binder,NPR2 activator,PRMT1 FP inh,MBD2 DNA inh
O=C(CN1CCCC1c1cccs1)Nc1cc(S(=O)(=O)N2CCCC2)ccc1Cl (stereo not given),-1.9,-0.9,-3.0,4.3,1.3,1.2,3.1,-6.3,-5.6,-4.7
COC(=O)[C@H](CC(C)C)NC(=O)Nc1ccc(F)cc1,-0.6,-6.7,-14.3,7.4,0.7,-6.6,2.6,-9.9,-0.6,-4.5
CCN(C(=S)NCc1ccccc1)c1ccccc1,-8.9,-2.7,-1.1,-7.5,0.8,-2.2,-0.7,-9.8,-1.5,1.7
CC1=NNC(=O)C1Oc1ccccc1 (stereo not given),3.8,0.6,-7.7,5.0,0.9,2.8,-3.0,0.7,2.7,-3.3
Cc1ccc(-n2nc3c(c2NC(=O)c2ccc4c(c2)OCO4)CSC3)c(C)c1,-9.8,-2.7,-3.6,-9.9,6.8,-5.7,4.2,-1.8,3.8,-1.2
CCCC(=O)NCc1nc2ccccc2n1CC(=O)c1ccccc1,-0.1,8.7,4.2,4.2,-3.6,0.8,0.1,4.9,-1.3,-0.6
CCOC(=O)c1ccccc1NC(=O)CSc1nc(N)cc(N)n1,-6.0,-0.6,-12.0,2.1,5.3,0.1,3.1,2.0,7.1,6.7
COc1ccc(C(=O)CSc2nnc(CNc3ccc(F)cc3)o2)cc1,1.2,-2.3,-6.9,-5.5,4.2,3.4,3.2,-2.2,3.8,-0.4
CNc1nc(Cl)c(SC)c(NC2CCCCC2)n1,-1.1,0.3,3.0,-7.9,-2.5,2.3,-4.8,-1.9,-0.6,-0.5
O=C(Cn1[nH]c(=O)c2ccccc2c1=O)Nc1cccc(-c2nnc3n2CCCCC3)c1,-0.1,3.5,5.2,-10.6,2.7,0.5,-4.0,-4.6,-0.6,2.2
COc1ccc(/C=N/NC(=O)c2[nH]c(C)c(C(=O)N/N=C/c3ccc(OC)cc3)c2C)cc1,-3.3,-0.9,-1.3,-10.8,-5.9,7.8,3.8,4.2,-1.8,0.5
CCOC(=O)C1CCCN(CC(=O)Nc2ccc(C(=O)Nc3ccccc3OC)cc2)C1 (stereo not given),0.9,-1.2,-2.5,-29.9,-0.1,8.4,-6.8,-4.0,0.6,-0.1
COc1ccc(NC(=O)C2(S(=O)(=O)c3ccc(C)cc3)CC2)cc1OC,0.5,5.5,-7.3,5.0,3.6,-5.5,-1.0,-4.0,-11.8,-0.7
Cc1ccc(S(=O)(=O)CC(=O)Nc2nc(C(C)(C)C)cs2)cc1,0.4,0.9,-18.0,-3.1,3.7,-5.6,-3.6,8.2,7.7,8.7
Cc1ccccc1CN1C(=O)[C@H]2Cc3c([nH]c4ccccc34)C(C)(C)N2C1=O,-1.7,0.3,-19.8,-27.3,-2.9,-0.7,-1.1,10.5,-0.9,-7.0
COc1ccc(Cl)cc1C(=O)NNC(=O)CNC(=O)c1ccco1,-0.9,2.4,-11.3,7.3,2.6,-13.5,1.5,3.7,-0.8,0.8
C=CCn1c(Cc2ccccc2)n[nH]c1=S,0.0,2.4,-3.0,0.8,-0.8,1.3,-0.1,0.3,-2.7,-1.4
N#CCC[C@H]1CC[C@]2(CCCN(C(=O)c3ccco3)C2)O1,2.5,.,-2.3,.,4.1,-2.1,1.5,-4.1,-1.0,0.5
CCCS(=O)(=O)c1nc(S(=O)(=O)c2ccc(C)cc2)c(N2CCc3ccccc3C2)s1,-1.5,1.0,3.2,-11.5,-3.2,4.6,2.4,-1.7,-2.1,-7.3
COC(=O)c1ccc(NC(=O)c2cccc(C)c2)cc1,-1.7,2.5,-0.1,1.4,3.5,-1.0,0.5,-0.1,-0.1,-0.4
Cc1ccccc1-c1ccc(C(=O)NCc2ccccc2)o1,2.3,2.3,-15.6,-28.2,1.1,-4.3,-1.1,7.3,-2.9,-4.2
CC(C)CN(C(=O)CN1CCOCC1)c1c(N)n(CC(C)C)c(=O)[nH]c1=O,0.1,7.2,-4.5,0.8,0.2,2.4,-0.3,3.1,-1.1,-4.2
COC(=O)C1=NN(c2ccc(OC)cc2)C2C(=O)N(c3ccccc3OC)C(=O)C12 (stereo not given),-2.0,2.3,-0.4,.,-1.6,5.2,-0.2,-4.8,-1.6,-1.8
COc1ccc(CCNC(=O)c2ccc(Cl)cc2)cc1,1.8,1.5,-0.1,-1.2,1.3,2.5,-5.5,1.8,-1.4,-2.9
Nc1ccc2ncccc2c1,-3.7,-9.0,6.0,0.1,-2.5,-3.2,-5.8,-3.4,2.4,-0.4
COc1ccc(C(CC(=O)N2CCCCC2)c2c(OC)cc(OC)c3c(-c4ccccc4)cc(=O)oc23)cc1 (stereo not given),0.3,7.4,-13.4,-52.0,15.8,-0.8,6.4,2.5,-1.8,2.0
CC(C)(C)OC(=O)NCc1ccc(CNC(=O)c2nc[nH]c2C(=O)NCc2ccccc2)cc1,-3.3,11.3,-24.5,-9.1,1.7,-8.8,-1.9,6.8,1.4,-1.0
O=C(Nc1ccc(NC(=O)C2CCCN2C(=O)OCc2ccccc2)cc1)c1ccco1 (stereo not given),-5.1,6.1,2.3,-0.7,12.4,-3.1,0.3,2.9,-1.9,6.6
Cc1ccc(NC(=O)c2ccccc2OCC(=O)c2ccccc2)cc1,-1.2,4.8,3.6,-20.9,-1.2,4.3,5.3,-6.1,-2.5,0.7
Cn1c(COc2ccccc2)nnc1SCCSc1nnc(COc2ccccc2)n1C,-4.9,-5.2,3.3,5.4,4.2,-0.1,-2.4,-4.7,0.7,3.8
COc1ccccc1-c1cnc(C(O)c2c(C)cccc2C)[nH]1 (stereo not given),-2.2,-4.7,6.9,.,0.3,2.0,1.3,-1.9,1.5,2.8
O=c1oc(-c2ccc(Br)cc2)nc2ccccc12,-5.4,-2.8,4.8,-6.2,8.7,-4.9,6.5,-11.2,2.6,2.1
O=C(Nc1ccc(F)cc1F)c1c(C(F)(F)F)ccnc1Oc1ccc(Cl)cc1,3.8,-2.5,-6.3,-6.4,1.1,4.4,0.6,-1.7,-0.5,-4.9
CCC(Sc1nncn1C)C(=O)Nc1cc(C)on1 (stereo not given),4.4,-9.7,-3.0,5.1,5.0,1.9,-1.1,1.5,-2.6,1.9
Cc1n[nH]c(C)c1S(=O)(=O)N1CCCC(C(=O)NCc2ccc(F)cc2)C1 (stereo not given),-2.4,4.1,0.1,4.2,-2.2,-1.3,-3.0,2.5,-8.1,8.6
CCOC(=O)c1csc(NC(=O)Nc2cccc(Cl)c2)n1,1.5,2.1,-8.7,-10.1,0.6,-0.7,59.2*,1.0,-3.4,-5.3
COC(=O)CCC(NC(=O)OCc1ccccc1)C(=O)NC(CC(C)C)C(=O)OC (stereo not given),0.5,3.0,-4.6,0.9,-3.5,0.7,-8.1,-1.4,-2.3,-3.4
O=C(N1CCOCC1)N1CC[C@H]2[C@H](CCCN2Cc2ccc(F)cc2)C1,3.5,.,4.7,.,-1.6,0.7,-0.3,0.6,5.1,0.3
C[C@@H]1CN([C@@H](C)CO)S(=O)(=O)c2ccc(-c3cccc(C#N)c3)cc2O[C@@H]1CN(C)C(=O)c1ccc(F)cc1,-1.1,0.3,-4.4,-31.1,-2.1,3.4,5.7,-1.8,-1.6,-2.4
Cc1ccc(S(=O)(=O)N2c3ccccc3-c3c(ssc3=S)C2(C)C)cc1,-5.9,-6.3,-0.8,4.8,1.5,7.3,7.5,4.4,5.1,2.3
CCOc1cc(C(=O)O/N=C(\N)c2ccccn2)cc(OCC)c1OCC,0.5,-2.9,-11.4,-0.3,0.0,-3.9,-7.5,1.6,-2.5,-6.7
CCCCN1CC(=O)N2[C@H]3c4ccc(OC)cc4OC[C@@H]3[C@H](C(=O)OCC)[C@]2(C)C1=O,-1.5,-4.3,5.9,1.0,1.8,3.7,-1.8,3.1,1.7,2.6
O=C(COC(=O)c1ncc(Cl)c(Cl)c1Cl)NC1CCCCCC1,-1.6,0.9,-4.2,-2.3,1.3,3.0,-0.5,0.8,-3.4,-1.5
COc1ccc(C(=O)CN2CCN(S(=O)(=O)c3cccc([N+](=O)[O-])c3)CC2)cc1OC,0.7,0.8,-0.3,2.4,-3.7,6.2,3.7,-2.5,6.7,-4.6
CCOc1cc2[nH]c(=O)n(Cc3ccc(C(=O)NCCOC)cc3)c(=O)c2cc1OCC,0.1,4.2,-0.1,-2.2,3.0,-4.3,2.3,9.0,-0.8,4.0
COc1cccc(CC2(CO)CCCN(Cc3ccc4c(c3)OCCO4)C2)c1 (stereo not given),-4.3,-13.2,-5.6,5.2,2.9,0.2,-3.5,-4.7,-3.3,4.0
Oc1ccc(O)c(Cc2nc3ccccc3[nH]2)c1,0.8,-0.2,11.4,6.8,-1.8,18.6*,9.1,2.2,30.2*,-3.2
CC(C)[C@H](NC(=O)c1ccco1)C(=O)OCc1cc(=O)n2c(n1)sc1ccccc12,0.1,6.4,5.5,-6.9,3.5,-3.7,18.8,9.8,1.1,8.7
CCN(Cc1ccccc1)S(=O)(=O)c1csc(C(N)=O)c1,2.1,3.5,6.4,-6.1,-0.8,1.0,-0.2,-4.9,-1.6,-4.4
Cc1cccc(C)c1NC(=O)N1CCC(N2CCCCC2)CC1,4.8,1.2,-5.2,1.0,-2.3,9.5,-0.7,14.5,-3.0,-1.6
CC(C)CNC(=O)OCc1cn(Cc2ccc(F)c(F)c2)nn1,1.3,.,-2.7,.,-0.7,-4.6,-0.6,1.1,-2.5,2.8
C#CCN1C(=O)S/C(=C\c2cc3c(cc2OC)OCO3)C1=O,3.0,7.3,2.3,3.5,-0.6,2.8,1.2,1.6,-0.7,2.6
CCOC(=O)C1CCCN(S(=O)(=O)c2ccc(OC)c3ccccc23)C1 (stereo not given),-1.3,0.4,-3.5,-6.0,1.3,-6.1,-5.0,1.6,-0.6,1.9
Cc1c(C#N)c(NC(=O)c2ccccc2)n(Cc2ccccc2)c1C,-1.2,-0.9,-6.8,-10.3,-1.3,-0.1,-3.0,-0.5,-3.2,0.8
C[N+](C)(C)CCCCCCC(=O)/C=N/O,2.3,-1.1,0.0,-6.6,-3.3,14.8,-0.3,-7.6,-0.1,0.2
CCOC(=O)CSc1ncnc2c1c(-c1ccccc1)cn2-c1ccc(OC)cc1,-0.1,2.0,-12.2,-23.9,-1.7,-7.3,19.3,-3.6,-1.2,-2.3
CCCCc1ccc(NC=C2C(=O)OC3(CCCCC3)OC2=O)cc1,4.8,-7.3,2.8,0.4,1.4,6.3,-1.6,0.2,0.6,-6.3
O=C(N/N=C/c1c(F)c(F)c(F)c(F)c1F)c1cc(-c2ccccc2)nc2ccccc12,-1.1,-6.1,-6.6,1.2,4.6,-7.1,3.4,4.8,-3.5,-6.0

# 3 structures already listed, ordered by length of the SMILES, largest number first.
SMILES,NPR1 activator,TCR-CD3 inh,mABHD4 FP,HTRA1 inh,UHRF1 MBD2 ctr,SIAE inh,rCAG binder,NPR2 activator,PRMT1 FP inh,MBD2 DNA inh
CCOC(=O)C1CCCN(S(=O)(=O)c2ccc(OC)c3ccccc23)C1 (stereo not given),-1.3,0.4,-3.5,-6.0,1.3,-6.1,-5.0,1.6,-0.6,1.9
C#CCN1C(=O)S/C(=C\c2cc3c(cc2OC)OCO3)C1=O,3.0,7.3,2.3,3.5,-0.6,2.8,1.2,1.6,-0.7,2.6
Oc1ccc(O)c(Cc2nc3ccccc3[nH]2)c1,0.8,-0.2,11.4,6.8,-1.8,18.6*,9.1,2.2,30.2*,-3.2
